Bioassay records as filed in PubChem BioAssay.
Myeloid diff MLP – induction of myeloid progenitor differentiation, primary screen, cell-based, flow cytometry, MLPCN library. ER-HoxA9 myeloid progenitors, lysozyme-GFP differentiation. calls only at 10 µM. 1% of 360,000 active;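 active = normalized GFP-positive differentiation at or above the plate's own cutoff, the solvent-only control mean plus 3 SD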;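 also: cells exposed to compound for four days before flow analysis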
Hep lipid drop – inhibitors of hepatocyte lipid droplet formation, primary screen, imaging, high-throughput imaging, BODIPY stain. AID 1656, 2009. inhibition, % at 6.5 µM. 0.4% of 240,000 active. AML12 mouse hepatocytes, oleate lipid droplets;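 active = lipid droplet intensity inhibited by at least 50%, with more than 500 cells counted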
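Assay system: AML12 hepatocytes (mouse); Probe or stimulus: oleic acid at 100 µM to induce lipid droplet formation; Dosing: compound at 6.5 µM only; Schedule: compound with oleate, overnight; Detection: fluorescence imaging, 20x objective, two fields per well; Measure: % inhibition of lipid droplet signal.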
T cell modulator – modulators of CD8 T cell-vesicle binding, primary screen, mouse 2C CD8+ T cells, flow cytometry; 0.068% of 330,000 active; calls only at 7 µM; 2C CD8+ T cell-vesicle binding; stronger effect = lower value; AID 2052, 2009;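 active = response, share of CD8 T cells binding vesicles, and their 90th percentile fluorescence all below set limits, cut at about 80% in these data, passing the limit was not always enough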
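Material: murine 2C transgenic CD8+ T lymphocytes / Also added: QL9-peptide-loaded Drosophila micro-vesicles bearing Ld, ICAM-1 and B7-1 / Schedule: binding step 1.5 h, 37 °C, antibody labelling 20 min, ice / Signal: flow cytometry, PE anti-B7-1 (FL2) versus Alexa647 anti-CD8 (FL8), PFA-fixed / Evaluation: percent CD8+ FL2 mean versus row control / Benchmarks: naked versus QL9-loaded vesicles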
Hep lipid drop cells 6.5 µM – further read-out of Hep lipid drop, marked with its call; cell count; measured here: cell count, cytotoxicity flag;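 cells counted across two imaged fields per well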
T cell modulator vesicle-bound % – also measured in T cell modulator; calls as there; double positive events, %; measured here: CD8+ vesicle-bound cell fraction;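 binding gate set so that unloaded-vesicle control wells show 10% double positive cells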
Myeloid diff MLP GFP+ MAC1+ % – further read-out of Myeloid diff MLP, marked with its call; GFP+ MAC1+ double positive, %; measured here: differentiation confirmed by MAC1 staining
* marks the source's active call; other numbers are inactive results; i = inactive; + = active, no number.

No. | smiles | Myeloid diff MLP | Myeloid diff MLP GFP+ MAC1+ % | Hep lipid drop | Hep lipid drop cells 6.5 µM | T cell modulator | T cell modulator vesicle-bound %
1 | COc1ccc(OC)c(-c2cc(C(=O)N/N=C(\C)c3cccnc3)c3ccccc3n2)c1 | i | 2.2 | -17 | 801 | i | 69
2 | COc1cc(C(=O)Nc2cc(C)nn2-c2ccccc2)cc(OC)c1OC | i | 0.0 | 1 | 784 | i | 10
3 | CC(=O)c1cccc(NC(=O)c2ccccc2N(Cc2ccccc2)S(C)(=O)=O)c1 | i | 0.3 | -2 | 807 | i | 52
4 | CCN(CC)CCNC(=O)c1ccc(CS(=O)(=O)c2ccccc2C)o1 | i | 0.5 | -9 | 415 | i | 64
5 | O=C(NCCN1CCOCC1)c1ccc(CS(=O)c2ccccc2Cl)o1 (centres undefined) | i | 0.8 | 20 | 738 | i | 2
6 | CN(C)c1ccc(C(=O)N=c2sccn2C)cc1[N+](=O)[O-] | i | 1.1 | -2 | 701 | i | 22
7 | COc1cccc(NC(=O)CN2C(=O)CSc3nc(C)cc(C)c32)c1 | i | 1.4 | -1 | 726 | i | 32
8 | Cc1ccc(N(CC(=O)NCc2ccccc2)C(=O)CCC(=O)Nc2ccccn2)c(C)c1 | i | 1.2 | 4 | 851 | i | 25
9 | Cc1ccc(CS(=O)(=O)Cc2ccc(C(=O)NC3CCCCCC3)o2)cc1 | i | 1.4 | -8 | 728 | i | 11
10 | CN1CCN(c2ccc(C(F)(F)F)cc2NC(=O)c2ccco2)CC1 | i | 1.1 | 2 | 844 | i | 29
11 | Cc1ccc(NS(=O)(=O)c2cccc(C(=O)NNC(=O)c3cccn3C)c2)c(C)c1 | i | 1.3 | -38 | 518 | i | 11
12 | CN1C(=O)C(=O)/C(=C(/O)c2ccccc2)C1c1ccc(Br)cc1 (centres undefined) | i | 0.3 | 14 | 791 | i | 53
13 | CC1CN(S(=O)(=O)c2ccc(C(=O)Nc3ccc(S(=O)(=O)N4CCOCC4)cc3)cc2)CC(C)O1 (centres undefined) | i | 0.4 | 26 | 656 | i | 56
14 | Cc1ccc(CNC(=O)C2CCCN(S(=O)(=O)c3cccc4nonc34)C2)cc1 (centres undefined) | i | 2.1 | 6 | 843 | i | 13
15 | CSc1ccccc1OCc1cc(C(=O)N2CCC(Oc3cccnc3)CC2)no1 | i | 0.5 | -23 | 826 | i | 23
16 | CCn1nc(NS(=O)(=O)c2ccc(NC(C)=O)cc2)c2cc3ccccc3nc21 | i | 1.4 | -4 | 714 | i | 58
17 | COc1cccc(NC(=O)CNC(=O)Cn2cnc3sc(C)c(C)c3c2=O)c1 | i | 8.2 | -23 | 723 | i | 16
18 | O=S(=O)(c1cc(F)ccc1F)N1CCN(c2ccccn2)CC1 | i | 0.5 | 14 | 868 | i | 55
19 | O=C(NCc1ccc2c(c1)OCO2)C1CC(=O)N(c2ccc(Cl)cc2)C1 (centres undefined) | i | 0.4 | 2 | 685 | i | 12
20 | CCOC(=O)C1CCN(S(=O)(=O)c2ccc(C)c(C(=O)NC3CCCCC3)c2)CC1 | i | 0.7 | 1 | 842 | i | 58
21 | Cn1cc(C(=O)NCc2ccc(Cl)cc2)c(=O)c2cc(S(=O)(=O)N3CCOCC3)ccc21 | i | 2.5 | -23 | 757 | i | 56
22 | CCCCC(NC(=O)CCc1c(C)c2cc3c4c(oc3c(C)c2oc1=O)CCCC4)C(=O)O (centres undefined) | i | 0.6 | -2 | 795 | i | 18
23 | COC(=O)C1CCN(Cc2cc(=O)oc3cc(C)c(Cl)cc23)CC1 | i | 0.2 | 4 | 829 | i | 39
24 | Cc1ccc(C)c(OCc2cc(C(=O)N3CCOCC3)no2)c1 | i | 2.4 | 9 | 693 | i | 36
25 | CNC(=O)C(=O)NCC1OCCCN1S(=O)(=O)c1ccc2c(c1)OCCO2 (centres undefined) | i | 1.2 | 2 | 857 | i | 6
26 | CCOC(=O)c1c(C)[nH]c(C)c1S(=O)(=O)N(C)CC(=O)Nc1ccccc1F | i | 3.5 | 2 | 693 | i | 40
27 | O=C(CN(Cc1ccccc1Cl)C(=O)CNS(=O)(=O)c1ccccc1)NCC1CCCO1 (centres undefined) | i | 1.8 | 7 | 781 | i | 26
28 | CCCN1CCc2c(sc(NC(=O)CCS(=O)(=O)c3ccccc3)c2C(N)=O)C1 | i | 0.4 | -14 | 803 | i | 35
29 | COc1ccc(-c2cc3c(=O)n(CC(=O)N4CCCC4)ncn3n2)cc1 | i | 2.0 | -3 | 724 | i | 19
30 | C/C(=N\NC(=O)COc1ccccc1[N+](=O)[O-])c1cccc(NC(=O)c2ccncc2)c1 | i | 1.8 | 12 | 751 | i | 16
31 | CC(=O)C1[C@H](N(C)C)CC2C3CC=C4CC(O)CC[C@]4(C)C3CC[C@@]21C (some centres undefined) | i | 0.5 | 12 | 837 | i | 47
32 | COc1ccc(S(=O)(=O)CC(=O)c2cc(C)c(O)c(C)c2)cc1 | i | 0.3 | -13 | 787 | i | 38
33 | COc1ccc(CN(C)S(=O)(=O)c2nnc(NC(=O)c3ccccc3OC)s2)cc1OC | i | 5.6 | -7 | 685 | i | 46
34 | CCc1ccc(C(=O)c2cc3ccc(O)cc3oc2=O)cc1 | i | 0.6 | 8 | 424 | i | 52
35 | COc1cc(C(=O)/C=C/c2cccnc2)ccc1O | i | 5.6 | -43 | 802 | i | 26
36 | COc1ccc(N(CC(=O)Nc2cccc(C)c2)S(=O)(=O)c2ccc(C)cc2)cc1OC | i | 0.1 | -1 | 804 | i | 39
37 | O=S1(=O)CCOC[C@H](CC2CCCCC2)N1Cc1cccc(F)c1 | i | 2.9 | 2 | 785 | i | 30
38 | Nc1nc(SCC(=O)Nc2ccc(Cl)cc2C(F)(F)F)n[nH]1 | i | 1.7 | -4 | 684 | i | 51
39 | COc1ccccc1NC(=O)/C(C#N)=C/c1cccnc1 | i | 1.5 | -10 | 831 | i | 4
40 | COc1ccc(C(=O)CCC(=O)NCCc2c[nH]c3ccccc23)cc1 | i | 1.0 | 7 | 754 | i | 24
41 | Clc1ccc(Cn2nnc3ccccc32)cc1 | i | 1.7 | 3 | 842 | i | 59
42 | COc1ccc(C(C(=O)NC2CCCCC2)N(C(=O)c2snc(C(N)=O)c2N)c2ccccc2OC)cc1 (centres undefined) | i | 3.0 | -13 | 793 | i | 48
43 | O=C(N/N=C/c1ccccc1O)c1ccc2c(c1)OCO2 | i | 3.1 | 22 | 853 | i | 17
44 | OC(c1ccc(F)cc1)(C1CCCCC1)C(CN1CCOCC1)c1ccccc1 (centres undefined) | i | 0.5 | -6 | 805 | i | 62
45 | O=C(NCCc1ccc(C(F)(F)F)cc1)C1CCC(=O)N(C2CC2)C1 (centres undefined) | i | 0.5 | 0 | 892 | i | 64
46 | CN(CC1CCCN(CCc2ccc(Cl)cc2)C1)C(=O)c1ccoc1 (centres undefined) | i | 3.6 | 19 | 733 | i | 8
47 | N#CCCN(NC1=NS(=O)(=O)c2ccccc21)C(=O)c1ccccc1Br | i | 0.6 | 0 | 835 | i | 66
48 | COc1ccc(NC2CCCN(C(=O)CCN3Cc4ccccc4C3=O)C2)cc1 (centres undefined) | i | 0.0 | -9 | 704 | i | 16
49 | C#CCN(C(=O)c1cc(COc2ccc(C)c(C)c2)on1)C1CCCCC1 | i | 1.1 | -3 | 820 | i | 37
50 | O=C(O)Cc1ccc2c(c1)N(S(=O)(=O)c1cccs1)CC(C(=O)O)O2 (centres undefined) | i | 2.1 | 10 | 857 | i | 24
51 | O=C(N=C1SC2CS(=O)(=O)CC2N1c1cc(Cl)ccc1Cl)C1CCCO1 (centres undefined) | i | 1.9 | 19 | 707 | i | 10
52 | COc1cc(OC)cc(C(=O)N2CCC(C(=O)NCCc3ccccc3)CC2)c1 | i | 0.5 | -10 | 794 | i | 58
53 | O=C(O)c1ccc(NC(=O)c2ccccc2Br)c(NC(=O)c2ccccc2Br)c1 | i | 0.4 | 2 | 802 | i | 42
54 | COC(=O)c1c(C(=O)OC)c2ccccn2c1C(=O)c1ccc([N+](=O)[O-])cc1 | i | 0.5 | -4 | 835 | i | 43
55 | Cc1cc(OC(C)C(=O)NCCCn2ccnc2)c2c(C)c(C)c(=O)oc2c1 (centres undefined) | i | 4.2 | 1 | 682 | i | 22
56 | Fc1cccc(Cl)c1COc1ccc(-c2nnco2)cc1 | i | 1.8 | 3 | 815 | i | 40
57 | COc1ccc(OC)c(N/C(C)=C/C(=O)c2ccncc2)c1 | i | 0.3 | 1 | 861 | i | 43
58 | O=C(Nc1ccc(S(=O)(=O)N2CCOCC2)cc1)c1ccc(F)cc1 | i | 0.4 | 3 | 790 | i | 37
59 | Cc1cc(-c2nnc(SCC(=O)Nc3cccc(C)c3C)n2N)n[nH]1 | i | 0.7 | -2 | 732 | i | 51
60 | O=[N+]([O-])c1c(NCCCO)cc(N2CCCCCC2)c2nonc12 | i | 1.4 | 2 | 415 | i | 48

The final 3 records of the part above come first, to join the parts.
No. | smiles | Myeloid diff MLP | Myeloid diff MLP GFP+ MAC1+ % | Hep lipid drop | Hep lipid drop cells 6.5 µM | T cell modulator | T cell modulator vesicle-bound %
58 | O=C(Nc1ccc(S(=O)(=O)N2CCOCC2)cc1)c1ccc(F)cc1 | i | 0.4 | 3 | 790 | i | 37
59 | Cc1cc(-c2nnc(SCC(=O)Nc3cccc(C)c3C)n2N)n[nH]1 | i | 0.7 | -2 | 732 | i | 51
60 | O=[N+]([O-])c1c(NCCCO)cc(N2CCCCCC2)c2nonc12 | i | 1.4 | 2 | 415 | i | 48
61 | COc1ccc2oc(=N)c(C(=O)Nc3ccccc3Cl)cc2c1 | i | 0.5 | -1 | 851 | i | 62
62 | Cc1c(F)cccc1NS(=O)(=O)c1ccc2c(c1)c(C)cc(=O)n2C | i | 1.0 | -1 | 751 | i | 34
63 | CCOC(=O)CSCC(=O)N1CCC(Cc2ccccc2)CC1 | i | 0.5 | -7 | 789 | i | 27
64 | CCN1C(=O)c2ccccc2S(=O)c2ccc(C(=O)NCCN(CC(C)C)CC(C)C)cc21 (centres undefined) | i | 0.3 | -29 | 795 | i | 10
65 | Cc1ccc(N(CC#N)C(=O)CS(=O)(=O)c2cccc([N+](=O)[O-])c2)cc1 | i | 0.1 | -4 | 793 | i | 12
66 | COc1ccccc1C(=O)Nc1nnc(S(=O)(=O)N2CCOCC2)s1 | i | 3.1 | 17 | 712 | i | 33
67 | O=C(NNC(=O)c1ccccc1C(F)(F)F)c1csc(N2CCOCC2)n1 | i | 1.7 | -10 | 695 | i | 55
68 | O=C(CCc1ccccc1)N1CCN(S(=O)(=O)c2cccs2)CC1 | i | 1.5 | -39 | 680 | i | 66
69 | COc1ccc(CN2CC(C(=O)NCCCN3CCCCC3)CC2=O)cc1 (centres undefined) | i | 4.8 | -3 | 718 | i | 24
70 | O=C(Nc1ccnn1C1CCN(Cc2c[nH]c3ccccc23)CC1)c1ccccc1 | i | 0.7 | 7 | 688 | i | 22
71 | CCC(C)[C@H](NC(=O)C1CC(=O)N(c2ccc(OC)cc2)C1)C(=O)NC1CCCC1 (some centres undefined) | i | 0.5 | 9 | 694 | i | 26
72 | COC(=O)N1C(=O)[C@@](c2ccccc2)(C2CCCC2)N1C(=O)OC | i | 0.8 | 1 | 726 | i | 6
73 | O=C(N/N=C/c1c[nH]c2ccccc12)c1ccccc1 | i | 0.1 | -2 | 808 | i | 36
74 | CCCCN(C(=O)c1cc(=O)[nH]c2ccccc12)c1c(N)n(CCCC)c(=O)[nH]c1=O | + | 2.6* | -1 | 782 | i | 12
75 | O=C(C1CCOCC1)N1CCCC(N2CCN(c3cccc(Cl)c3)CC2)C1 (centres undefined) | i | 0.5 | -18 | 736 | i | 11
76 | COc1ccc(OC)c(C(C)NC(=O)C(C)Cc2ccccc2)c1 (centres undefined) | i | 0.5 | -25 | 792 | i | 52

Entries of single compounds from above. Order of values: Myeloid diff MLP, Myeloid diff MLP GFP+ MAC1+ %, Hep lipid drop, Hep lipid drop cells 6.5 µM, T cell modulator, T cell modulator vesicle-bound %
Entry for COC(=O)N1C(=O)[C@@](c2ccccc2)(C2CCCC2)N1C(=O)OC = i, 0.8, 1, 726, i, 6
Entry for CCOC(=O)CSCC(=O)N1CCC(Cc2ccccc2)CC1 = i, 0.5, -7, 789, i, 27
Entry for COc1ccc(OC)c(C(C)NC(=O)C(C)Cc2ccccc2)c1 (centres undefined) = i, 0.5, -25, 792, i, 52

A portion of the library; rates above refer to the full screens.
